# Screening data (PubChem BioAssay)
# GPR151 activ: activators of human GPR151 | PathHunter beta-arrestin GPR151 cells, luminescence | activation, % at 11.2 µM | 650,000 tested, 1% active; in the data active means activation above about 4.9%;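 further: 0% = median of compound wells and 100% = cells with positive control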
# FBW7 activator: human FBW7 E3 ligase activation, primary screen | Q969H0 | normalized activity (activation), % at 26.1 µM | AlphaScreen FBW7–phospho-cyclin E peptide binding, activator screen | 650,000 tested, 0.13% active; in the data active means normalized activity above about 1.9%;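 further: purified mutant Fbw7 with reduced substrate affinity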
# Target sequence (Q969H0 whole entry, looked up): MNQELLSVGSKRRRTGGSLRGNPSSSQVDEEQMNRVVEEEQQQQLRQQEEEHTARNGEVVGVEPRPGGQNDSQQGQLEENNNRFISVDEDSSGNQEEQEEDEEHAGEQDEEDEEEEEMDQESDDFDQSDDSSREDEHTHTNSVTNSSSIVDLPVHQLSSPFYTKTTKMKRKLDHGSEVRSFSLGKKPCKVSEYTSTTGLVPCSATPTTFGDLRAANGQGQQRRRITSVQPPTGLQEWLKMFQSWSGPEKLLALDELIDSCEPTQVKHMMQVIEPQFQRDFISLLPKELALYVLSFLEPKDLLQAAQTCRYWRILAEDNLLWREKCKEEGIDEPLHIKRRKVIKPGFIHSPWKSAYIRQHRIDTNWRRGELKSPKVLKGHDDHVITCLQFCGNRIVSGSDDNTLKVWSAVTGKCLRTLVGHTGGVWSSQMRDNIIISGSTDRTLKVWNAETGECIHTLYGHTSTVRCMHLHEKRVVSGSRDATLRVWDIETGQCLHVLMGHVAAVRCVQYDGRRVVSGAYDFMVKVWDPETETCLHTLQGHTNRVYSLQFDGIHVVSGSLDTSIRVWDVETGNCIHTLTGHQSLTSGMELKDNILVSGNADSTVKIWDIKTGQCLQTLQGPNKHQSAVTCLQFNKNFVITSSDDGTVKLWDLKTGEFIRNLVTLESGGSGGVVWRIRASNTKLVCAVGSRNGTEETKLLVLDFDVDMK
# TEAD-YAP block: TEAD-YAP interaction inhibition | HEK-TIYL cells, TEAD-Gal4/YAP UAS-luciferase luminescence | inhibition, % at 9.12 µM | 640,000 tested, 1.4% active; in the data active means inhibition above about 32%;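 further: 0% = median of test compound wells and 100% = reference inhibitor wells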
# MITF inh: blocks human microphthalmia-associated transcription factor | inhibition, % at 2.6 µM | 650,000 tested, 0.91% active | AlphaScreen MITF homodimerization, bead proximity signal | AID 1259374; in the data active means inhibition above about 50%;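 further: 0% = vehicle wells with protein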
# * = called active by the depositor; & = joins results of further samples.
SMILES,GPR151 activ,FBW7 activator,TEAD-YAP block,MITF inh
COc1ccccc1-n1c(SCC(=O)NC(C)(C)C)nnc1-c1ccncc1,-0.2,0.0,-2,43
O=[N+]([O-])c1ccc(OCCCN2CCOCC2)cc1,1.7,0.4,3,7
Ic1ccc(-c2nc(-c3ccccc3)c(-c3ccc(-c4ccccc4)cc3)[nH]2)cc1,0.8,0.1,2,0
COc1ccc(NC(=O)c2cc3cc(C4(O)CCN(Cc5ccco5)CC4)ccc3o2)cc1,-1.2,0.5,-10,-22
O=C(O)C(Cc1ccccc1)NS(=O)(=O)c1ccc(N=NN2CCOCC2)cc1 (centres undefined),2.0,-0.1,4,-2
CCCN(CCC)S(=O)(=O)c1ccc(C(=O)Nc2nc(-c3ccc(OC)cc3)cs2)cc1,2.8,-0.8,-19,3
COc1ccc(NC(=O)c2nn(-c3ccc(Cl)cc3)c(=O)c3ccccc23)cc1Cl,-0.6,-0.2,-21,4
Cc1cc(N/N=C/c2ccco2)c2ccccc2n1,-0.3,0.0,8,2
O=S(=O)(NCCN1CCN(c2ccccc2)CC1)c1cccc2nonc12,0.8,0.0,1,0
Cc1ccc(N(C(=O)Cn2nnnc2N)C2(C(=O)Nc3c(C)cccc3C)CCCCC2)cc1C,0.0,0.0,-1,-1
Cc1ccc(C(=O)CC(=O)COc2ccc(Cl)cc2C)cc1,-1.2,-0.1,0,-9
CCOC(=O)c1cc(S(=O)(=O)NC(C)(C)CC)cn1C,-0.7,0.1,2,11
C=CCOc1ccc(/C=C2/SC(=S)N(CC)C2=O)cc1OC,-0.3,0.0,-3,8
COc1c(Br)cc(Cl)cc1/C=C1\SC(N)=NC1=O,-0.2,0.2,2,14
Cn1cnn(CN2CCN(C(c3ccccc3)c3ccccc3)CC2)c1=S,2.1,0.0,1,3
Nc1cccc(-c2ncc(C(=O)Nc3ccc(N4CCOCC4)cc3)s2)c1,-2.2,-0.1,8,19
O=C1CCCN1CCCN1C(=O)CCC1CCNCc1cccc(C(F)(F)F)c1 (centres undefined),-0.1,0.0,5,-2
O=C(NCc1ccc(F)cc1)C(=O)Nc1ccc2nc3n(c(=O)c2c1)CCCCC3,-0.5,1.4,-1,9
CCCCOc1ccc(C(=O)Nc2ccc(-c3nc4ccc(C)cc4s3)cc2)cc1,0.8,0.1,7,6
Cc1ccc(C2=NNC(C(O)C(O)C(O)CO)S2)cc1 (centres undefined),-0.6,0.0,-37,-9
COc1cc(-c2nc3ccccc3c(=O)n2NC(=O)c2ccc(Cl)c([N+](=O)[O-])c2)cc(OC)c1OC,-0.3,0.2,-1,1
COc1cccc(NC(=O)Cn2c(=O)n(CCc3cccc(C)c3)c(=O)c3ccccc32)c1,0.4,0.1,-12,-4
CN1CCN(C(CNC(=O)NCc2cccs2)c2ccc3c(c2)CCN3C)CC1 (centres undefined),0.2,-0.1,6,-6
Cc1cccc(C)c1NC(=O)c1cc(S(=O)(=O)N2CCC3(CC2)OCCO3)ccc1F,0.3,0.0,-7,0
CCOC(=O)C1=C(C)N=c2s/c(=C/c3cc(C)n(-c4ccc([N+](=O)[O-])cc4)c3C)c(=O)n2C1c1ccc(F)cc1 (centres undefined),-2.0,-0.1,10,-10
# New compounds follow
SMILES,GPR151 activ,FBW7 activator,TEAD-YAP block,MITF inh
Nc1c(Cl)c(Cl)nc(C(=O)N/N=C/c2cccc([N+](=O)[O-])c2)c1Cl,1.6,-0.1,4,1
CCOc1ccc(C(=O)NCc2nnnn2-c2ccc(F)cc2)cc1OCC,0.9,0.1,-5,-2
O=C(NNC(=O)c1ccccc1)C(=O)N1CCCCC1,-2.0,-0.1,0,-8
CC(=O)CSc1nc2c(c(=O)[nH]c(=O)n2C)n1Cc1ccc(C)cc1,-0.7,0.9,3,11
O=C(NCCSc1ncc(-c2ccccc2)[nH]1)C(=O)Nc1cccc([N+](=O)[O-])c1,0.4,0.5,0,14
Cc1ncc(CO)c(CNc2ccccc2C(F)(F)F)c1O,-0.2,-0.2,8,-3
Clc1ccccc1C1C=C(c2ccccc2)Nc2nnnn21 (centres undefined),0.9,-0.1,4,7
Cc1cc(I)ccc1NC(=O)CNC(=O)C(c1ccccc1)c1ccccc1,-1.3,-0.1,8,-17
O=S(=O)(c1cccs1)N1CCN(Cc2ccccc2)CC1,-1.1,-0.1,-2,5
CCOC(=O)c1sc2nc(Cc3ccccc3)[nH]c(=O)c2c1C,-1.1,0.5,-2,9
Cc1ccc(NCCNC(=O)Nc2cccc(C)c2C)nn1,1.7,-0.1,-8,-1
Cn1ncc2c(NNC(=O)c3cc(O)cc(O)c3)ncnc21,-1.6,0.8,8,17
O=C1CCCc2oc3c(cc(NS(=O)(=O)c4ccc(F)cc4)c4ccccc43)c21,0.3,-0.2,4,-1
Cc1cc(N2CCOCC2)nc2ccc(NC(=O)c3cccnc3Cl)cc12,0.4,0.0,-23,-4
CC(=O)N1N=C2CCCC2C1(O)C(F)(F)F (centres undefined),-1.0,0.6,16,40
COC(=O)C1=CN(C2CC2)C=C(C(=O)OC)C1c1cccc(OC)c1,5.5*,0.2,4,-14
COc1ccccc1/C=C/CN1CCc2nnc(CNC(=O)Cc3ccccc3)n2CC1,0.1,0.0,-3,-3
COc1ccc(NC(=O)C2(c3ccc(OC)cc3)CCOCC2)cc1,1.1,0.0,1,1
COc1cccc2c(=O)n(CC(=O)Nc3ccccc3C(F)(F)F)ccc12,1.9,-0.1,6,6
COc1ccc(CC(=O)Nc2cc(-n3c(C)nc4ccccc4c3=O)ccc2Cl)cc1,0.6,-0.1,-17,0
Nc1ncc(CN2CCN(Cc3ccc(F)c(F)c3)C(CCO)C2)cn1 (centres undefined),-2.3,-0.1,0,-4
CCCCC/C(C)=N/Nc1ccc([N+](=O)[O-])cc1[N+](=O)[O-],1.0,-0.2,-1,5
Cc1cc(N2C(=O)c3cccc4cccc(c34)C2=O)ccc1I,1.0,0.2,0,15
COc1ccc(S(=O)(=O)NCC(c2ccc(N(C)C)cc2)N2CCOCC2)cc1C (centres undefined),0.3,-0.1,8,-1
O=C(/C=C/c1cccc(Cl)c1)NC1CC1,0.8,0.2,-24,20
# Other results follow:
SMILES,GPR151 activ,FBW7 activator,TEAD-YAP block,MITF inh
COc1ccc(C2CC(c3c(C)nc4ccc(C)cc4c3-c3ccccc3)=NN2C(=O)CCC(=O)O)cc1 (centres undefined),1.2,0.0,-4,-7
Cc1cc([N+](=O)[O-])c(NC(C)c2ccccc2)c([N+](=O)[O-])c1 (centres undefined),1.5,-1.8,-13,38
CCCNc1nc(Nc2ccc3ncccc3c2)nc2c1ncn2C1CCCCC1,-0.2,-0.2,-28,-5
CCOc1ccc(NS(=O)(=O)c2ccc(Br)cc2)cc1,0.7,0.1,5,4
CCOC(=O)c1ccc(Nc2ncnc3c2cnn3C)cc1,-0.8,0.1,-17,10
CC(C)(C)c1ccc(OCC(O)CN2CCN(c3ccccn3)CC2)cc1 (centres undefined),-0.4,-0.1,-16,4
COc1cccc(C(=O)Nc2cc(C)c3c(=O)oc4ccccc4c3n2)c1OC,-0.4,-0.1,0,5
C=CCN(CC=C)S(=O)(=O)c1ccc(C(=O)Nc2nc(-c3ccc(OC)c(OC)c3)cs2)cc1,-1.0,0.4,15,-4
COc1ccc(CCCc2nnc(SCC(=O)Nc3nc(C)cs3)n2C)cc1C,-0.3,-0.1,6,3
CCCC(C(=O)OCCN(CC)CC)(c1ccccc1)c1ccccc1,-0.6&0.1&1.5,-0.1&0.1&-0.1,-6&2,0&-2&14

# A stretch from further up, for reference:
SMILES,GPR151 activ,FBW7 activator,TEAD-YAP block,MITF inh
COc1ccccc1-n1c(SCC(=O)NC(C)(C)C)nnc1-c1ccncc1,-0.2,0.0,-2,43
O=[N+]([O-])c1ccc(OCCCN2CCOCC2)cc1,1.7,0.4,3,7
Ic1ccc(-c2nc(-c3ccccc3)c(-c3ccc(-c4ccccc4)cc3)[nH]2)cc1,0.8,0.1,2,0
COc1ccc(NC(=O)c2cc3cc(C4(O)CCN(Cc5ccco5)CC4)ccc3o2)cc1,-1.2,0.5,-10,-22
O=C(O)C(Cc1ccccc1)NS(=O)(=O)c1ccc(N=NN2CCOCC2)cc1 (centres undefined),2.0,-0.1,4,-2
CCCN(CCC)S(=O)(=O)c1ccc(C(=O)Nc2nc(-c3ccc(OC)cc3)cs2)cc1,2.8,-0.8,-19,3
COc1ccc(NC(=O)c2nn(-c3ccc(Cl)cc3)c(=O)c3ccccc23)cc1Cl,-0.6,-0.2,-21,4
Cc1cc(N/N=C/c2ccco2)c2ccccc2n1,-0.3,0.0,8,2
O=S(=O)(NCCN1CCN(c2ccccc2)CC1)c1cccc2nonc12,0.8,0.0,1,0
Cc1ccc(N(C(=O)Cn2nnnc2N)C2(C(=O)Nc3c(C)cccc3C)CCCCC2)cc1C,0.0,0.0,-1,-1
Cc1ccc(C(=O)CC(=O)COc2ccc(Cl)cc2C)cc1,-1.2,-0.1,0,-9
CCOC(=O)c1cc(S(=O)(=O)NC(C)(C)CC)cn1C,-0.7,0.1,2,11
C=CCOc1ccc(/C=C2/SC(=S)N(CC)C2=O)cc1OC,-0.3,0.0,-3,8
COc1c(Br)cc(Cl)cc1/C=C1\SC(N)=NC1=O,-0.2,0.2,2,14
Cn1cnn(CN2CCN(C(c3ccccc3)c3ccccc3)CC2)c1=S,2.1,0.0,1,3
Nc1cccc(-c2ncc(C(=O)Nc3ccc(N4CCOCC4)cc3)s2)c1,-2.2,-0.1,8,19
O=C1CCCN1CCCN1C(=O)CCC1CCNCc1cccc(C(F)(F)F)c1 (centres undefined),-0.1,0.0,5,-2
O=C(NCc1ccc(F)cc1)C(=O)Nc1ccc2nc3n(c(=O)c2c1)CCCCC3,-0.5,1.4,-1,9
CCCCOc1ccc(C(=O)Nc2ccc(-c3nc4ccc(C)cc4s3)cc2)cc1,0.8,0.1,7,6
Cc1ccc(C2=NNC(C(O)C(O)C(O)CO)S2)cc1 (centres undefined),-0.6,0.0,-37,-9
COc1cc(-c2nc3ccccc3c(=O)n2NC(=O)c2ccc(Cl)c([N+](=O)[O-])c2)cc(OC)c1OC,-0.3,0.2,-1,1
COc1cccc(NC(=O)Cn2c(=O)n(CCc3cccc(C)c3)c(=O)c3ccccc32)c1,0.4,0.1,-12,-4
CN1CCN(C(CNC(=O)NCc2cccs2)c2ccc3c(c2)CCN3C)CC1 (centres undefined),0.2,-0.1,6,-6
Cc1cccc(C)c1NC(=O)c1cc(S(=O)(=O)N2CCC3(CC2)OCCO3)ccc1F,0.3,0.0,-7,0
CCOC(=O)C1=C(C)N=c2s/c(=C/c3cc(C)n(-c4ccc([N+](=O)[O-])cc4)c3C)c(=O)n2C1c1ccc(F)cc1 (centres undefined),-2.0,-0.1,10,-10
